Sm TGR block: inhibitors of Schistosoma mansoni thioredoxin glutathione reductase; Potency, µM (top dose mostly 114 µM), inactives show at the highest dose activity change, negative = inhibition, usual class: inhibitors; hit rate 3% among 360,000; AID 485364; purified TGR, DTNB reduction, TNB absorbance 405 nm; Q962Y6; note: potency is the fitted concentration of half-maximal effect; nearly all actives have a fitted effect of over 60% in size
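TGR 20 nM + NADPH 100 uM (dispensed conc.), cpd preinc 15 min RT; start with NADPH (500 uM addition) then DTNB (15 mM addition). Kinetic TNB absorbance, 405 nm filter. Four-parameter Hill fit across titration.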
HCMV inh: human cytomegalovirus inhibition. HFF cells, HCMV-luciferase reporter, 72 h; hits give low values. activity change, negative = inhibition, % at 57.5 µM. hit rate 4.5% among 410,000; in the data active = activity change below about -60%; inconclusive = no clear call, values can overlap the other calls; inactive = above about -39%
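Inhibition of viral replication was scored as loss of reporter luminescence in HFFs infected with HCMV-luciferase (MOI 1 PFU/cell) for 72 h; compounds tested at 2 doses, normalized to buffer and Salinomycin controls.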
AmpC inh no detg: AmpC beta-lactamase inhibition without detergent. P00811. AID 485341. AmpC nitrocefin hydrolysis, absorbance 480 nm, 0.0001% Triton. Potency, µM (series often up to 57.1 µM), inactives show at the top dose activity change, negative = inhibition, hits mostly inhibitors. hit rate 0.52% among 330,000;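 note: potency is the fitted concentration of half-maximal effect; plate controls were no compound for no effect and no enzyme for full effect; nearly all actives have a fitted effect of over 20% in size; some results filed as inactive show a strong effect at the top dose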
Target sequence (P00811 whole entry, looked up): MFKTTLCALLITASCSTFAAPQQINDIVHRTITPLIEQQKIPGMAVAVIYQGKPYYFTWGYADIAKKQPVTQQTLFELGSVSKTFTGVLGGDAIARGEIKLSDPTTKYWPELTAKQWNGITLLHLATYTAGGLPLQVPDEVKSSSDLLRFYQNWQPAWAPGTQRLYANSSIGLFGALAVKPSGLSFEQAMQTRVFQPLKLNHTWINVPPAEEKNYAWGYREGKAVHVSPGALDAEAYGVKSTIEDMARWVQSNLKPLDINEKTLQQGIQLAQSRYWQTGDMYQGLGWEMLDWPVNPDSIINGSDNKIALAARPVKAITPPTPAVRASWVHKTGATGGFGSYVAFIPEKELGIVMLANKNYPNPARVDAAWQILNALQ
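20 mM phosphate pH 7.0 + 0.01% (detergent screen) or 0.0001% Triton X-100; 5.3 nM AmpC reagent; cpd preinc 15 min RT; nitrocefin (800 uM stock) to start; A480 q20 s × 4 min; Activity was normalised to no-enzyme and no-compound control wells.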
AMA1-RON2 inh: inhibitors of Plasmodium falciparum AMA1-RON2 interaction. AlphaScreen AMA1-biotinylated RON2 peptide binding. Potency, µM (series often up to 58.2 µM), without a hit: top-dose activity change, negative = inhibition, hits mostly inhibitors. hit rate 0.2% among 360,000;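 note: potency is the fitted concentration of half-maximal effect; 0% = vehicle wells and -100% = peptide control; nearly all actives have a fitted effect of over 45% in size; some results filed as inactive show a strong effect at the top dose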
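AMA1 (3D7) with his tag at 25 nM final met compounds first, then biotinylated RON2 peptide at 25 nM; detection used donor plus acceptor beads, 10 µg/mL apiece, read by AlphaScreen after 30 min at room temperature.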
FBPA Giardia inh: inhibitors of Giardia lamblia fructose-1,6-bisphosphate aldolase; purified Giardia FBPA; Potency, µM (titrated, usually from 59.6 µM), without a hit: top-dose activity, negative = inhibition, usual class: inhibitors; AID 2451; hit rate 0.71% among 290,000; note: potency is the fitted concentration of half-maximal effect; nearly all actives have a fitted effect of over 55% in size
Target sequence (A8B2U2 whole entry, looked up): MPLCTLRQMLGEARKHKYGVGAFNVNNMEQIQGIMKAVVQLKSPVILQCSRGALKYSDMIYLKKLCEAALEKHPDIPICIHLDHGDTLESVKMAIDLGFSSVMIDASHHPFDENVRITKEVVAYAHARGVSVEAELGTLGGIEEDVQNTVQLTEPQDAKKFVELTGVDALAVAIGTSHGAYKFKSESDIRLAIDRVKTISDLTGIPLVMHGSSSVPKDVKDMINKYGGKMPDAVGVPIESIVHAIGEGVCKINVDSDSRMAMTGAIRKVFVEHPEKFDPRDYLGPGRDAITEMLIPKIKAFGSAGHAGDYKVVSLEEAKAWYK
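Giardia FBPA (40 nM reagent) was preincubated 10 min at RT with compound (up to 57.5 uM final), then substrate plus GAPDH/TPI/NAD/arsenate coupling system with diaphorase/resazurin was added; resorufin fluorescence (525/598 nm) was read after 20 min.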
AmpC inh detg: AmpC beta-lactamase inhibition with detergent present; hit rate 0.041% among 370,000; P00811; Potency, µM (series often up to 114 µM), for inactives: top-dose activity change, negative = inhibition, usual class: inhibitors; AmpC hydrolysis of nitrocefin, absorbance 480 nm, 0.01% Triton;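 note: potency is the fitted concentration of half-maximal effect; 0% = no-compound wells and -100% = no-enzyme wells; nearly all actives have a fitted effect of over 25% in size; some results filed as inactive show a strong effect at the top dose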
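20 mM phosphate pH 7.0 + 0.01% (detergent screen) or 0.0001% Triton X-100; 5.3 nM AmpC reagent; cpd preinc 15 min RT; nitrocefin (800 uM stock) to start; A480 q20 s × 4 min; Activity was normalised to no-enzyme and no-compound control wells.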
Active calls of the source: *; [ ] = another dose, or the depositor's remark. Unless noted, calls come from the whole dose curve; as a rule, active = well fitted curve in the direction sought with a large enough effect; inconclusive = small, poorly fitted or top-dose-only effect, or another doubt; inactive = no such curve, though single readings can be large; an effect the other way counts as inactive or inconclusive. Unless noted, % is set by controls: 0 for no effect and ±100 for the full control effect. Outcome played no part in choosing rows; overall some 7.8% were active at least once.

Screening COc1ccc(/C=N/Nc2ccccc2)cc1Cn1nc(C)c([N+](=O)[O-])c1C returned Sm TGR block -32%, HCMV inh -4, AmpC inh no detg -20%, AMA1-RON2 inh -8%, FBPA Giardia inh 1% and AmpC inh detg 1%.
For CC(C)(C)C(=O)/C=C/c1ccc(Oc2ccccc2)cc1 the results were Sm TGR block -8%, HCMV inh inconclusive, AmpC inh no detg -17%, AMA1-RON2 inh 15%, FBPA Giardia inh -4% and AmpC inh detg -1%.
`Cc1cccc(OC(C)c2ccnc3nc(/N=C/N(C)C)nn23)c1` (stereo unspecified) gave Sm TGR block 26%, HCMV inh -6, AmpC inh no detg 22%, AMA1-RON2 inh -11%, FBPA Giardia inh -4% and AmpC inh detg inconclusive.
Screening COc1cccc(CN(C)C(=O)c2cc(COc3ccc4ncccc4c3)on2)c1 returned Sm TGR block -29%, HCMV inh -86*, AmpC inh no detg 50%, AMA1-RON2 inh -22%, FBPA Giardia inh -1% and AmpC inh detg 2%.
`CN(C)S(=O)(=O)c1ccc(C(=O)Nc2ccn(C)n2)cc1` gave Sm TGR block 0%, HCMV inh 3, AmpC inh no detg -14%, AMA1-RON2 inh 1%, FBPA Giardia inh -1% and AmpC inh detg 4%.
For COc1ccccc1C(=O)C1CCCN(C(=O)c2ccccc2C(C)=O)C1 (stereo unspecified) the results were Sm TGR block -9%, HCMV inh 59, AmpC inh no detg 13%, AMA1-RON2 inh 5%, FBPA Giardia inh -14% and AmpC inh detg inconclusive.
CN1C(=O)C(O)(CC(=O)c2cccc(-n3cccc3)c2)c2ccccc21 (stereo unspecified) was read as Sm TGR block 0%, HCMV inh -3, AmpC inh no detg 8%, AMA1-RON2 inh inconclusive, FBPA Giardia inh 13% and AmpC inh detg -2%.
Screening CCc1cccc(C)c1NC(=O)c1ccc2c(c1)CCN2S(=O)(=O)CC returned Sm TGR block 1%, HCMV inh 5 and AmpC inh detg 23%.
Cc1cc(=O)n2nc(N3CCC(C(=O)NCc4ccco4)CC3)sc2n1 was read as Sm TGR block -28%, HCMV inh -34, AmpC inh no detg 1%, AMA1-RON2 inh 8% and AmpC inh detg -3%.
For CCc1ccc(Nc2ncnc3c2cnn3-c2cc(Cl)ccc2C)cc1 the results were Sm TGR block 20%, HCMV inh inconclusive and AmpC inh detg -1%.
CCOC(=O)c1sc(NC(=O)CCc2ccc(OC)cc2)nc1C was read as Sm TGR block -2%, HCMV inh 18, AmpC inh no detg -12%, AMA1-RON2 inh 6%, FBPA Giardia inh -13% and AmpC inh detg -14%.
For CN(Cc1ccccc1)S(=O)(=O)c1ccccc1Br the results were HCMV inh -8, AmpC inh no detg -24% and AMA1-RON2 inh 17%.
`CP(C)(=O)CCC(=O)O` gave Sm TGR block 1%, HCMV inh 3, AmpC inh no detg -7%, AMA1-RON2 inh -2%, FBPA Giardia inh 2% and AmpC inh detg -18%.
Screening COc1cc(C(=O)N2CCCN(C)CC2)cc(OC)c1C returned Sm TGR block 0%, HCMV inh 54, AmpC inh no detg 2%, AMA1-RON2 inh -6%, FBPA Giardia inh -1% and AmpC inh detg -3%.
`N#CCc1nc(-c2cc3ccccc3oc2=O)cs1` gave Sm TGR block -2%, HCMV inh 6, AmpC inh no detg -38%, AMA1-RON2 inh 12%, FBPA Giardia inh 1% and AmpC inh detg 1%.
COc1ccc(-n2c(SCC(=O)N3CCCCC3C)nnc2-c2cccnc2)cc1 (stereo unspecified) was read as Sm TGR block -18%, HCMV inh -12, AmpC inh no detg 89%[activator], AMA1-RON2 inh 7%, FBPA Giardia inh 4% and AmpC inh detg -9%.
`Cc1cc(C)cc(NC(=O)c2cnn(-c3ccccc3)c2C2CCNCC2)c1` gave Sm TGR block 6%, HCMV inh -86*, AmpC inh no detg -5%, AMA1-RON2 inh 0%, FBPA Giardia inh 0% and AmpC inh detg -3%.
For COc1ccc2c(c1)c(=O)c(S(=O)(=O)c1ccc(F)cc1)cn2CC(=O)Nc1ccc(C)cc1C the results were Sm TGR block 1%, HCMV inh -8 and AmpC inh detg -3%.
For O=C(CS(=O)(=O)Cc1ccccc1)Nc1cccnc1 the results were Sm TGR block 1%, HCMV inh -8, AmpC inh no detg -20%, AMA1-RON2 inh -4%, FBPA Giardia inh -1% and AmpC inh detg -15%.
For COC(=O)C1C(=O)C2=C(CC1C)Nc1ccccc1NC2c1cccs1 (stereo unspecified) the results were Sm TGR block 2%, HCMV inh -16, AmpC inh no detg -30%, AMA1-RON2 inh 2%, FBPA Giardia inh -17% and AmpC inh detg -3%.
For O=C(CCNC(=O)c1ccccc1Cl)Nc1ccc(Br)c(C(F)(F)F)c1 the results were Sm TGR block 4%, HCMV inh -34, AmpC inh no detg 41%, AMA1-RON2 inh -1%, FBPA Giardia inh 5% and AmpC inh detg -2%.
Cc1noc(C)c1CSc1nc2[nH]ncc2c(=O)n1-c1ccccc1 was read as Sm TGR block 0%, HCMV inh 22, AmpC inh no detg -41%, AMA1-RON2 inh -5%, FBPA Giardia inh 7% and AmpC inh detg -12%.
Cn1c(SCCOc2cccc(Cl)c2)nnc1-c1ccncc1 was read as Sm TGR block 10%, HCMV inh -34, AmpC inh no detg 35%, AMA1-RON2 inh 3%, FBPA Giardia inh -3% and AmpC inh detg 0%.
`COc1ccc(Br)cc1-c1nc(CCl)cs1` gave Sm TGR block inconclusive, HCMV inh inconclusive, AmpC inh no detg -11%, AMA1-RON2 inh -15%, FBPA Giardia inh -17% and AmpC inh detg 3%.

Next part; it opens with the three that closed the last part.
Cc1noc(C)c1CSc1nc2[nH]ncc2c(=O)n1-c1ccccc1 was read as Sm TGR block 0%, HCMV inh 22, AmpC inh no detg -41%, AMA1-RON2 inh -5%, FBPA Giardia inh 7% and AmpC inh detg -12%.
Cn1c(SCCOc2cccc(Cl)c2)nnc1-c1ccncc1 was read as Sm TGR block 10%, HCMV inh -34, AmpC inh no detg 35%, AMA1-RON2 inh 3%, FBPA Giardia inh -3% and AmpC inh detg 0%.
`COc1ccc(Br)cc1-c1nc(CCl)cs1` gave Sm TGR block inconclusive, HCMV inh inconclusive, AmpC inh no detg -11%, AMA1-RON2 inh -15%, FBPA Giardia inh -17% and AmpC inh detg 3%.
For CN(CC(=O)NC(=O)NC1CCCCC1)CC(=O)Nc1ccc(Cl)cc1 the results were Sm TGR block -4%, HCMV inh -15, AmpC inh no detg 141%[activator], AMA1-RON2 inh 93%[activator] and AmpC inh detg -15%.
`Cc1nc(N2CCCCC2)c2c(C)c(C(=O)Nc3ccc4c(c3)OCCO4)sc2n1` gave Sm TGR block -1%, HCMV inh -61*, AmpC inh no detg 59%, AMA1-RON2 inh -3%, FBPA Giardia inh -5% and AmpC inh detg -9%.
Screening CCOc1ccc(S(=O)(=O)N2CCN(C(=O)c3cc([N+](=O)[O-])ccc3N3CCOCC3)CC2)cc1 returned Sm TGR block 1%, HCMV inh -14, AmpC inh no detg -24%, AMA1-RON2 inh -4% and AmpC inh detg -3%.
Screening CCCCN=C1NN=C(c2ccc(C)c(C)c2)CS1 returned Sm TGR block -4%, HCMV inh 64, AmpC inh no detg -50%, AMA1-RON2 inh 46%[activator], FBPA Giardia inh 1% and AmpC inh detg -5%.
For CCc1ccccc1Nc1cc(C(=O)NCCCN(C)C2CCCCC2)c2ccccc2n1 the results were Sm TGR block inconclusive, HCMV inh -32 and AmpC inh detg 3%.
Screening COC(=O)N/N=C/c1ccc(OC(=O)c2ccco2)c(OC)c1 returned Sm TGR block -7%, HCMV inh -6, AmpC inh no detg -10%, AMA1-RON2 inh -5%, FBPA Giardia inh 1% and AmpC inh detg -8%.
`Cc1ccc(NC(=O)COC(=O)Cn2c(C)csc2=O)cc1` gave Sm TGR block inconclusive, HCMV inh -3, AmpC inh no detg -8%, AMA1-RON2 inh -15%, FBPA Giardia inh 6% and AmpC inh detg -12%.
For COC(=O)C1=C(NC(=O)C(C)(C)C)CCS1 the results were Sm TGR block -31%, HCMV inh 4, AmpC inh no detg -6%, AMA1-RON2 inh 0%[2.32 µM], FBPA Giardia inh 8% and AmpC inh detg -7%.
For CCc1ccc(-c2cc(C(=O)N3N=C(C(F)F)CC3(O)C(F)F)c3ccccc3n2)cc1 (stereo unspecified) the results were Sm TGR block 9%, HCMV inh -87*, AmpC inh no detg -40%, AMA1-RON2 inh 62%[activator], FBPA Giardia inh 2% and AmpC inh detg -3%.
CCCCN(C)C(=O)c1nc2ccccn2c1CN1CCSCC1 was read as Sm TGR block -3%[57.1 µM], HCMV inh -10, AmpC inh no detg 1%, AMA1-RON2 inh -6%, FBPA Giardia inh -4% and AmpC inh detg 0%.
For O=C(CCc1ccccc1)N1CCN(c2ccc([N+](=O)[O-])cc2)CC1 the results were Sm TGR block 10%, HCMV inh -32, AmpC inh no detg 15%, AMA1-RON2 inh -9%, FBPA Giardia inh 5% and AmpC inh detg -7%.
`CC(=O)Nc1ccc(NC(=O)Nc2cccc(C)c2C)cc1` gave Sm TGR block 0%, HCMV inh -32, AmpC inh no detg -22%, AMA1-RON2 inh 1%, FBPA Giardia inh 0% and AmpC inh detg -1%.
For CC(=O)c1sc(NC(=O)c2ccc(F)c(S(=O)(=O)N3CCOCC3)c2)nc1C the results were Sm TGR block -5%, HCMV inh 0, AmpC inh no detg -19%, AMA1-RON2 inh -1% and AmpC inh detg -1%.
O=C(CCC(=O)NC1CCCCC1)Nc1cccnc1 was read as Sm TGR block 0%, HCMV inh -24, AmpC inh no detg -17%, AMA1-RON2 inh -4%, FBPA Giardia inh 11% and AmpC inh detg -14%.
Cc1ccc(-c2csc3ncnc(N4CCN(Cc5ccccc5)CC4)c23)cc1 was read as Sm TGR block 2%, HCMV inh -9, AmpC inh no detg -13%, AMA1-RON2 inh 16%, FBPA Giardia inh 6% and AmpC inh detg 4%.
Screening COC(=O)C1=CN(Cc2ccccc2)C=C(C(=O)OC)C1c1cc(F)ccc1F returned Sm TGR block 7%, HCMV inh -23, AmpC inh no detg 12%, AMA1-RON2 inh 91%[activator], FBPA Giardia inh -3% and AmpC inh detg inconclusive.

By substructure, the compounds so far containing a thiophene ring, fused or not (3)
For COC(=O)C1C(=O)C2=C(CC1C)Nc1ccccc1NC2c1cccs1 (stereo unspecified) the results were Sm TGR block 2%, HCMV inh -16, AmpC inh no detg -30%, AMA1-RON2 inh 2%, FBPA Giardia inh -17% and AmpC inh detg -3%.
`Cc1nc(N2CCCCC2)c2c(C)c(C(=O)Nc3ccc4c(c3)OCCO4)sc2n1` gave Sm TGR block -1%, HCMV inh -61*, AmpC inh no detg 59%, AMA1-RON2 inh -3%, FBPA Giardia inh -5% and AmpC inh detg -9%.
Cc1ccc(-c2csc3ncnc(N4CCN(Cc5ccccc5)CC4)c23)cc1 was read as Sm TGR block 2%, HCMV inh -9, AmpC inh no detg -13%, AMA1-RON2 inh 16%, FBPA Giardia inh 6% and AmpC inh detg 4%.
